human PMI inhibitors: human PMI inhibitors, high substrate, primary screen, biochemical, fluorescence intensity, high mannose 6-phosphate (AID 1220). Mannose-6-phosphate isomerase (Homo sapiens). recombinant PMI enzyme, coupled fluorescence intensity; higher % means a stronger effect. inhibition, % at 20 µM; hits with a dose series show IC50 in µM. 190,000 tested, 0.66% active
Ins promoter up: insulin promoter activators in MIN6 cells, imaging, high-content screening, mouse beta cells | z-score at 5 µM | 190,000 tested, 0.3% active | MIN6 insulin promoter-GFP reporter; stronger effect = higher value;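 active means z-score above 3 at 5 µM with at least 500 cells counted in the well; inconclusive means wells under 500 cells, flagged as cytotoxic or low count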
RSV antiviral HEp-2: RSV antiviral activity via CPE protection, HEp-2 cells, primary 10 µM value included (AID 2391); 310,000 tested, 0.13% active; CPE inhibition, % at 10 µM, or IC50 in µM where a hit was titrated; HEp-2 cells, RSV-induced CPE inhibition; higher % means a stronger effect; in the data active means a potency from the dose series; inconclusive means CPE inhibition mostly from about 23% at the one dose, without a potency; inactive means the rest, 99 in 100 with CPE inhibition below about 21%; further: strong numbers were not always called active
CSM14.1 death rescue: rescue of cells from ER stress-induced death, primary screen, 384-well, CSM14.1, thapsigargin, ATP luminescence (AID 1222); CSM14.1 thapsigargin-induced death rescue, ATP luminescence; higher % means a stronger effect; one-dose cellular ATP content (survival), % at 20 µM; EC50 in µM for titrated hits; 190,000 tested, under 10 active;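 active means EC50 below 50 µM in the dose-response confirmation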;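 further: death triggered by thapsigargin at about 15 µM added after 2 h compound pretreatment; cell ATP read after overnight thapsigargin exposure of roughly 18 to 22 hours; normalized against plate controls of thapsigargin alone and 5% DMSO vehicle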
TNAP activation fold: human TNAP enzyme activators, primary screen, biochemical, luminescent, no phosphate acceptor, uHTS (AID 1001); Alkaline phosphatase, tissue-nonspecific isozyme (Homo sapiens); purified TNAP, luminescent activation assay, no phosphate acceptor; higher activation fold means a stronger effect; activation fold at 20 µM; hits with a dose series show EC50 in µM; 200,000 tested, 0.03% active; in the data active means activation fold from about 3, or a potency from the dose series; inactive means the rest, 99 in 100 with activation fold below about 1.6; further: many of its hits are not listed in these tables
PMI inhibitors: inhibitors of human PMI, primary screen, biochemical, fluorescence intensity, coupled assay (AID 1209) | purified PMI enzyme, coupled fluorescence intensity; higher % means a stronger effect | inhibition, % at 20 µM; hits with a dose series show IC50 in µM | 190,000 tested, 0.42% active;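 further: plate controls were DMSO vehicle for no effect and wells lacking substrate for full effect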
West Nile virus CPE: West Nile virus antiviral activity, cell-based, CPE readout (AID 1621). West Nile virus-infected cells, CPE inhibition; higher % means a stronger effect. CPE inhibition, % at 10 µM, or IC50 in µM where a hit was titrated. 290,000 tested, 0.02% active; in the data active means a potency from the dose series; inconclusive means CPE inhibition mostly from about 3.7% at the one dose, without a potency; inactive means the rest, 99 in 100 with CPE inhibition below about 2.2%; further: strong numbers were not always called active
PhoP inhibition: inhibitors of PhoP regulon expression, primary screen, Salmonella Typhimurium, GFP reporter (AID 1863); inhibition, % at 50 µM, or IC50 in µM where a hit was titrated; 300,000 tested, 0.16% active; S. Typhimurium PhoP-regulated promoter GFP reporter, 4 h; higher % means a stronger effect;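 active means inhibition over 29.93%, a cutoff 3 SD above the screen mean, later confirmed by dose response; inconclusive means inhibition over 29.93% but no dose response follow-up; inactive means inhibition at most 29.93% or unconfirmed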;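 further: 0% = low Mg2+ inducing control and 100% = high Mg2+ repressing control; strong numbers were not always called active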
SV40 large T antigen: SV40 large T antigen inhibitors, biochemical (AID 1903); SV40 large T antigen ATPase/helicase inhibition assay; higher % means a stronger effect; inhibition, % at 20 µM; hits with a dose series show IC50 in µM; 310,000 tested, 0.39% active; in the data active means a potency from the dose series; inconclusive means inhibition mostly from about 32% at the one dose, without a potency; inactive means the rest, 99 in 100 with inhibition below about 32%; further: strong numbers were not always called active
Ins promoter up cell count: further read-out of Ins promoter up, marked with its call; cell count; measured here: cytotoxicity, nuclei count;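 total cells summed across four imaged fields per well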
Active calls of the source: *. Unless noted, no stated cut-off is given here; in the data, active means inhibition above about 50%; inactive means the rest.

What do the screens show for `COC(=O)c1cc(NC(=O)CSC2=NCCS2)cc(C(=O)OC)c1`?
human PMI inhibitors: -6.1%; Ins promoter up: -1.51; RSV antiviral HEp-2: -1.0%; CSM14.1 death rescue: -4.1%; TNAP activation fold: 0.9; PMI inhibitors: -7.6%; West Nile virus CPE: -0.5%; PhoP inhibition: -0.6%; SV40 large T antigen: -0.7%; Ins promoter up cell count: 1589

How did CCOc1cc(C2C3=C(CCCC3=O)N(CCC(=O)O)C3=C2C(=O)CCC3)ccc1OS(=O)(=O)c1ccc(C)cc1 do in these assays?
human PMI inhibitors: 13.7%; Ins promoter up: 0.75; RSV antiviral HEp-2: 1.6%; CSM14.1 death rescue: -0.3%; TNAP activation fold: 1.1; PMI inhibitors: -0.1%; West Nile virus CPE: 0.2%; PhoP inhibition: -13.2%; SV40 large T antigen: 15.4%; Ins promoter up cell count: 1227

What do the screens show for `COc1ccc(NC(=O)CC(Cc2ccccc2)C(=O)O)cc1` (centres undefined)?
human PMI inhibitors: -0.6%; Ins promoter up: 0.07; RSV antiviral HEp-2: 0.3%; CSM14.1 death rescue: 1.2%; TNAP activation fold: 1; PMI inhibitors: 3.3%; West Nile virus CPE: 0.3%; PhoP inhibition: 28.4%; SV40 large T antigen: -3.0%; Ins promoter up cell count: 1245

How did Cc1ccc(C2CC(C(F)F)n3ncc(C(=O)Nc4cnn(Cc5ccccc5C)c4)c3N2)cc1 (centres undefined) do in these assays?
human PMI inhibitors: 13.5%; Ins promoter up: -0.33; RSV antiviral HEp-2: 35.5%; CSM14.1 death rescue: 0.4%; TNAP activation fold: 1.1; PMI inhibitors: 13.0%; West Nile virus CPE: 0.4%; PhoP inhibition: -7.6%; SV40 large T antigen: 1.5%; Ins promoter up cell count: 1335

What do the screens show for `CCC(=O)N1CCc2cc(S(=O)(=O)CCC(=O)NC3CCCCC3)ccc21`?
RSV antiviral HEp-2: 6.4%; West Nile virus CPE: -0.2%; PhoP inhibition: -9.4%; SV40 large T antigen: 8.6%

What do the screens show for `CC(=O)Oc1ccc(-c2ccc(C(=O)OCC(=O)N(C)CC(=O)Nc3ccccc3Cl)cc2)cc1`?
RSV antiviral HEp-2: 1.6%; West Nile virus CPE: 12.5%; PhoP inhibition: 0.1%; SV40 large T antigen: 35.8%

How did Nc1nc(N)c2cc(Sc3ccc4ccccc4c3)ccc2n1 do in these assays?
Ins promoter up: -1.03; West Nile virus CPE: -0.4%; PhoP inhibition: inconclusive; SV40 large T antigen: 21.3%; Ins promoter up cell count: 1120

What do the screens show for `COC(=O)COc1cccc(NC(=O)c2cc(OC)cc(OC)c2)c1`?
human PMI inhibitors: 2.5%; Ins promoter up: -0.01; RSV antiviral HEp-2: 1.4%; CSM14.1 death rescue: -2.8%; TNAP activation fold: 1.1; PMI inhibitors: 3.7%; West Nile virus CPE: -0.4%; PhoP inhibition: 0.5%; SV40 large T antigen: 5.8%; Ins promoter up cell count: 1496

What do the screens show for `O=C(Nc1cccn(Cc2c(Cl)cccc2Cl)c1=O)c1ccc(Cl)cc1Cl`?
human PMI inhibitors: 42.7%; RSV antiviral HEp-2: 1.2%; CSM14.1 death rescue: 15.2%; TNAP activation fold: 1; PMI inhibitors: 26.6%; West Nile virus CPE: -0.3%; PhoP inhibition: -5.3%; SV40 large T antigen: 8.9%

What do the screens show for `O=C(Nc1cccc(-c2csc(Nc3cccc(C(F)(F)F)c3)n2)c1)c1cc([N+](=O)[O-])cc(C(F)(F)F)c1`?
Ins promoter up: inconclusive; RSV antiviral HEp-2: 19.5%; West Nile virus CPE: inconclusive; PhoP inhibition: -1.7%; SV40 large T antigen: 6.6%

What do the screens show for `CC(C)(C)c1cc(NC(=O)Nc2ccccc2)no1`?
RSV antiviral HEp-2: 12.2%; West Nile virus CPE: -1.1%; PhoP inhibition: 5.1%; SV40 large T antigen: 13.3%

Results for CCOC(=O)c1sc(NC(=O)CN2C(=O)c3cccc4cccc(c34)C2=O)nc1C ?
human PMI inhibitors: -2.4%; RSV antiviral HEp-2: 1.1%; CSM14.1 death rescue: -0.8%; TNAP activation fold: 0.9; PMI inhibitors: -5.0%; West Nile virus CPE: 1.6%; PhoP inhibition: -4.0%; SV40 large T antigen: 10.0%

How did O=C1CNCc2[nH]c3ccccc3c2N1c1ccccc1 do in these assays?
human PMI inhibitors: 10.3%; Ins promoter up: -0.46; RSV antiviral HEp-2: 2.2%; TNAP activation fold: 1.1; PMI inhibitors: 12.7%; West Nile virus CPE: 0.3%; PhoP inhibition: -8.2%; SV40 large T antigen: 9.4%; Ins promoter up cell count: 1289

How did O=C(Cc1ccc(-c2ccccc2)cc1)NCc1cccnc1 do in these assays?
human PMI inhibitors: 22.7%; Ins promoter up: 0.59; RSV antiviral HEp-2: -0.1%; CSM14.1 death rescue: -0.7%; TNAP activation fold: 1.1; PMI inhibitors: 12.9%; West Nile virus CPE: -1.1%; PhoP inhibition: -3.2%; SV40 large T antigen: 19.6%; Ins promoter up cell count: 1413

How did O=C(NC(=S)Nc1cccc(NC(=O)c2ccccc2Cl)c1)c1cccs1 do in these assays?
human PMI inhibitors: 0.0%; RSV antiviral HEp-2: 2.1%; CSM14.1 death rescue: -2.3%; TNAP activation fold: 1; PMI inhibitors: 12.8%; West Nile virus CPE: -0.5%; PhoP inhibition: 14.2%; SV40 large T antigen: -28.4%

What do the screens show for `COc1ccc(CCNC(=O)C2CCN(S(=O)(=O)c3ccc4nc5c(c(C(=O)O)c4c3)CCCC5)CC2)cc1OC`?
RSV antiviral HEp-2: 1.4%; West Nile virus CPE: -0.8%; PhoP inhibition: -3.9%; SV40 large T antigen: 10.9%

How did CCc1cc2c(-n3nc(C)cc3C)ncnc2s1 do in these assays?
human PMI inhibitors: -0.5%; RSV antiviral HEp-2: 0.7%; CSM14.1 death rescue: -1.4%; TNAP activation fold: 1; PMI inhibitors: -0.8%; West Nile virus CPE: 1.6%; PhoP inhibition: -5.8%; SV40 large T antigen: 5.9%

What do the screens show for `COc1ccc(CCN2CCCn3c2nc2c3c(=O)n(Cc3ccccc3F)c(=O)n2C)cc1OC`?
human PMI inhibitors: 16.5%; Ins promoter up: -0.7; RSV antiviral HEp-2: 2.8%; CSM14.1 death rescue: 0.7%; TNAP activation fold: 1; PMI inhibitors: 10.3%; West Nile virus CPE: 0.9%; PhoP inhibition: -9.7%; SV40 large T antigen: 0.3%; Ins promoter up cell count: 1200

What do the screens show for `O=C(O)CSCc1c(F)cccc1Cl`?
human PMI inhibitors: -2.1%; RSV antiviral HEp-2: 4.0%; CSM14.1 death rescue: -2.9%; TNAP activation fold: 1.1; PMI inhibitors: 2.8%; West Nile virus CPE: 0.1%; PhoP inhibition: -12.6%; SV40 large T antigen: 14.7%

What do the screens show for `CC(C)C(=O)Nc1ccc(C(=O)NNC(=O)C(c2ccccc2)c2ccccc2)cc1`?
human PMI inhibitors: 8.9%; Ins promoter up: 0.36; RSV antiviral HEp-2: 0.5%; CSM14.1 death rescue: 2.0%; TNAP activation fold: 1.1; PMI inhibitors: 0.6%; West Nile virus CPE: 0.8%; PhoP inhibition: -0.8%; SV40 large T antigen: 5.3%; Ins promoter up cell count: 1486

How did COc1ccccc1/C=C/C=N/n1c(COc2ccccc2)n[nH]c1=S do in these assays?
human PMI inhibitors: 17.2%; Ins promoter up: 0.08; RSV antiviral HEp-2: 15.4%; CSM14.1 death rescue: -2.0%; TNAP activation fold: 0.8; PMI inhibitors: 14.2%; West Nile virus CPE: -0.4%; PhoP inhibition: -1.8%; SV40 large T antigen: 8.4%; Ins promoter up cell count: 1509

How did Cc1ccc(NC(=O)C2CCCN(c3ncccn3)C2)c(C)c1 (centres undefined) do in these assays?
RSV antiviral HEp-2: 1.2%; West Nile virus CPE: 0.0%; PhoP inhibition: 0.1%; SV40 large T antigen: 3.6%

How did CS(=O)(=O)N(CC(=O)N1CCCC1)c1cccc(F)c1 do in these assays?
RSV antiviral HEp-2: -0.3%; West Nile virus CPE: -0.1%; PhoP inhibition: -3.7%; SV40 large T antigen: -3.4%

Results for COc1cccc(-c2ccc(SCC(=O)N3CCN(c4ccccc4)CC3)nn2)c1 ?
human PMI inhibitors: 5.9%; Ins promoter up: -0.82; RSV antiviral HEp-2: 0.6%; CSM14.1 death rescue: 0.4%; TNAP activation fold: 1.1; PMI inhibitors: -3.4%; West Nile virus CPE: -0.3%; PhoP inhibition: 2.9%; SV40 large T antigen: -0.6%; Ins promoter up cell count: 1212

Results for C=CCNC(=S)Nc1ccc(Br)cc1F ?
human PMI inhibitors: -6.0%; Ins promoter up: -0.41; RSV antiviral HEp-2: 10.9%; CSM14.1 death rescue: -2.0%; TNAP activation fold: 1.1; PMI inhibitors: 5.9%; West Nile virus CPE: -0.4%; PhoP inhibition: 6.6%; SV40 large T antigen: 5.0%; Ins promoter up cell count: 1338

What do the screens show for `CCC(NC(=O)CCCc1ccccc1)c1ccccc1` (centres undefined)?
human PMI inhibitors: 16.1%; Ins promoter up: 0.31; RSV antiviral HEp-2: 1.6%; CSM14.1 death rescue: -0.2%; TNAP activation fold: 1.1; PMI inhibitors: 5.9%; West Nile virus CPE: -1.0%; PhoP inhibition: 2.9%; SV40 large T antigen: 5.8%; Ins promoter up cell count: 1350

How did COc1cc(NC(=O)c2cccc3c2C(=O)N(Cc2cccnc2)C3)cc(OC)c1OC do in these assays?
human PMI inhibitors: 13.1%; RSV antiviral HEp-2: -0.2%; TNAP activation fold: 1.1; PMI inhibitors: 14.9%; West Nile virus CPE: 1.0%; PhoP inhibition: 8.5%; SV40 large T antigen: 1.9%

What do the screens show for `Cc1ccc(/C(N)=N/OC(=O)c2cccs2)cc1`?
human PMI inhibitors: -0.7%; RSV antiviral HEp-2: 1.1%; CSM14.1 death rescue: -3.0%; TNAP activation fold: 0.9; PMI inhibitors: 10.5%; West Nile virus CPE: -0.4%; PhoP inhibition: 6.2%; SV40 large T antigen: 5.5%

How did COc1ccc(C(O)c2nccn2Cc2ccccc2)cc1 (centres undefined) do in these assays?
human PMI inhibitors: 8.3%; Ins promoter up: -0.45; RSV antiviral HEp-2: -0.7%; CSM14.1 death rescue: -1.2%; TNAP activation fold: 0.9; PMI inhibitors: 7.2%; West Nile virus CPE: -1.3%; PhoP inhibition: 8.7%; SV40 large T antigen: 13.4%; Ins promoter up cell count: 1653
